Source: PubChem BioAssay
RSV CPE inhibition = RSV antiviral activity via CPE protection, HEp-2 cells, primary 10 µM value included (AID 2391); HEp-2 cells, RSV-induced CPE inhibition; higher % means a stronger effect; one-dose CPE inhibition, % at 10 µM; IC50 in µM for titrated hits; hit rate 0.13% among 310,000; in the data active means a potency from the dose series; further: strong numbers were not always called active
UTI89 phage lysis = protection from phage-mediated lysis, alamar blue read-out – E. coli UTI89, K1F phage, bacterial capsule biogenesis inhibitors (AID 488966) | E. coli UTI89 K1F phage lysis, alamar blue, 2 h; higher % means a stronger effect | inhibition, % at 100 µM; hits with a dose series show IC50 in µM | hit rate 0.02% among 340,000;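 active means phage lysis inhibition, versus mean bacterial control, above a set limit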;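 further: capsule biogenesis inhibitors block K1F phage lysis so surviving cells raise fluorescence; higher fluorescence means more inhibition of phage lysis; actives were called in the ten point dose series up to 300 µM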
M1AAP inhibition = P. falciparum M1AAP inhibitors, biochemical, fluorogenic H-Leu-NHMec substrate, 1536-well (AID 1445). recombinant M1AAP, H-Leu-NHMec fluorogenic kinetic assay; higher % means a stronger effect. inhibition, % at 30 µM; hits with a dose series show IC50 in µM. hit rate 0.42% among 220,000;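 active means primary inhibition above the hit cutoff, then over 50% inhibition at one or more dose response concentrations, cut at about 23% in these data, passing the limit was not always enough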;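 further: plate controls were DMSO full reaction for no effect and no enzyme background for full effect; strong numbers were not always called active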
PMI inhibitors = inhibitors of human PMI, primary screen, biochemical, fluorescence intensity, coupled assay (AID 1209); inhibition, % at 20 µM; hits with a dose series show IC50 in µM; hit rate 0.42% among 190,000; purified PMI enzyme, coupled fluorescence intensity; higher % means a stronger effect;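 further: plate controls were DMSO vehicle for no effect and wells lacking substrate for full effect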
M17LAP inhibition = P. falciparum M17LAP inhibitors, primary screen, biochemical, fluorogenic H-Leu-NHMec substrate, 1536-well (AID 1619). recombinant M17LAP, H-Leu-NHMec fluorogenic kinetic assay; higher % means a stronger effect. inhibition, % at 30 µM, or IC50 in µM where a hit was titrated. hit rate 0.38% among 220,000;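 active means compound inhibiting the enzyme by more than half at any dose during confirmatory dose-response retesting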;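 further: plate controls were full reaction with DMSO carrier for no effect and no enzyme background for full effect; strong numbers were not always called active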
T cell HTS = modulates CD8 T cell binding to vesicles; 2C CD8+ T cell-vesicle binding, flow cytometry; active compounds read low; calls only at 7 µM; hit rate 0.068% among 330,000;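 active means response, share of CD8 T cells binding vesicles, and their 90th percentile fluorescence all below set limits, cut at about 80% in these data, passing the limit was not always enough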
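System: murine 2C transgenic CD8+ T lymphocytes; also added: QL9-loaded Drosophila micro-vesicles; times: binding 1.5 h at 37 °C; measured by: flow cytometry, PE anti-B7-1 (FL2) versus Alexa647 anti-CD8 (FL8), PFA-fixed; control set: Peptide-free naked vesicles (low) and QL9 vesicles with 0.7% DMSO vehicle (high)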
TNAP activation fold = human TNAP enzyme activators, primary screen, biochemical, luminescent, no phosphate acceptor, uHTS (AID 1001). purified TNAP, luminescent activation assay, no phosphate acceptor; higher activation fold means a stronger effect. activation fold at 20 µM, or EC50 in µM where a hit was titrated. hit rate 0.03% among 200,000; in the data active means activation fold from about 3, or a potency from the dose series; inactive means the rest, 99 in 100 with activation fold below about 1.6; further: many of its hits are not listed in these tables
human PMI inhibitors = MPI inhibition at elevated mannose 6-phosphate – biochemical, fluorescence intensity, high mannose 6-phosphate, primary screen (AID 1220) | recombinant PMI enzyme, coupled fluorescence intensity; higher % means a stronger effect | one-dose inhibition, % at 20 µM; IC50 in µM for titrated hits | hit rate 0.66% among 190,000
West Nile antiviral = inhibition of WNV-induced cytopathic effect – cell-based, CPE readout (AID 1621) | hit rate 0.02% among 290,000 | West Nile virus-infected cells, CPE inhibition; higher % means a stronger effect | CPE inhibition, % at 10 µM, or IC50 in µM where a hit was titrated; in the data active means a potency from the dose series; further: strong numbers were not always called active
T cell HTS vesicle-bound % = recorded beside T cell HTS, whose call it bears; double positive events, %; measured here: CD8+ vesicle-bound cell fraction;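 binding gate set so that unloaded-vesicle control wells show 10% double positive cells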
Numbers without * were called inactive; i = inactive; nt = no result given; [ ] = dose if it differs, or a comment. Unless noted, no stated cut-off is given here; in the data, active means inhibition above about 50%; inactive means the rest.

A first look, seven compounds:
SMILES | RSV CPE inhibition | UTI89 phage lysis | M1AAP inhibition | PMI inhibitors | M17LAP inhibition | T cell HTS | T cell HTS vesicle-bound % | TNAP activation fold | human PMI inhibitors | West Nile antiviral
O=C(Cn1cccc1)Nc1ccc(F)cc1F | 1.4% | 0.7% | 0.3% | -4.6% | 0.3% | i | 55.5 | 1.2 | -8.0% | 0.2%
O=C1c2cccc3cccc(c23)C(=O)N1c1ccc2ncccc2c1 | -0.6% | -0.1% | 6.9% | 5.0% | -2.7% | i | 30.0 | 1 | -1.9% | -0.4%
Cc1c(C(=O)NCC2CCCO2)oc2ccc3c(c12)C(=O)CC(C)(C)O3 (stereo not drawn) | 0.2% | 0.1% | 5.0% | 8.7% | -30.2% | i | 53.5 | 1.1 | 7.4% | 1.3%
Cc1cccn2c(=O)c(/C=C(\C#N)C(N)=O)c(Oc3ccccc3)nc12 | 7.1% | 1.0% | 18.6% | nt | -40.9% | i | 22.1 | nt | nt | 0.3%
C#CCN(C(=O)c1ccc(OC2CCN(C(=O)CCOC)CC2)cc1)C1CCCCC1 | 8.0% | -0.8% | nt | nt | nt | i | 48.2 | nt | nt | -1.8%
Cn1c(CN2CCC(C(N)=O)CC2)c(C#N)c2ccccc21 | 1.5% | 2.5% | 0.1% | -11.2% | -16.2% | i | 33.7 | 1.1 | -11.8% | -0.5%
N=C(SC1CC(=O)N(c2ccc(F)cc2)C1=O)N1N=C(c2ccccc2)CC1c1ccccc1 (stereo not drawn) | -0.8% | 0.1% | 7.4% | -4.5% | 0.9% | i | 39.7 | 1 | -10.8% | -0.4%

This part in full, repeating the preview:
SMILES | RSV CPE inhibition | UTI89 phage lysis | M1AAP inhibition | PMI inhibitors | M17LAP inhibition | T cell HTS | T cell HTS vesicle-bound % | TNAP activation fold | human PMI inhibitors | West Nile antiviral
O=C(Cn1cccc1)Nc1ccc(F)cc1F | 1.4% | 0.7% | 0.3% | -4.6% | 0.3% | i | 55.5 | 1.2 | -8.0% | 0.2%
O=C1c2cccc3cccc(c23)C(=O)N1c1ccc2ncccc2c1 | -0.6% | -0.1% | 6.9% | 5.0% | -2.7% | i | 30.0 | 1 | -1.9% | -0.4%
Cc1c(C(=O)NCC2CCCO2)oc2ccc3c(c12)C(=O)CC(C)(C)O3 (stereo not drawn) | 0.2% | 0.1% | 5.0% | 8.7% | -30.2% | i | 53.5 | 1.1 | 7.4% | 1.3%
Cc1cccn2c(=O)c(/C=C(\C#N)C(N)=O)c(Oc3ccccc3)nc12 | 7.1% | 1.0% | 18.6% | nt | -40.9% | i | 22.1 | nt | nt | 0.3%
C#CCN(C(=O)c1ccc(OC2CCN(C(=O)CCOC)CC2)cc1)C1CCCCC1 | 8.0% | -0.8% | nt | nt | nt | i | 48.2 | nt | nt | -1.8%
Cn1c(CN2CCC(C(N)=O)CC2)c(C#N)c2ccccc21 | 1.5% | 2.5% | 0.1% | -11.2% | -16.2% | i | 33.7 | 1.1 | -11.8% | -0.5%
N=C(SC1CC(=O)N(c2ccc(F)cc2)C1=O)N1N=C(c2ccccc2)CC1c1ccccc1 (stereo not drawn) | -0.8% | 0.1% | 7.4% | -4.5% | 0.9% | i | 39.7 | 1 | -10.8% | -0.4%
COCCN1CCN(Cc2nc(C3(c4ccc(C)cc4)CCCC3)no2)CC1 | -2.1% | 0.3% | -4.5% | 1.2% | -2.9% | i | 49.8 | 1.1 | -4.5% | -0.7%
Cc1ccc(N2CCN(S(=O)(=O)N3CCCCC3)CC2)cc1Cl | 4.9% | 7.0% | 2.1% | -1.4% | -17.0% | i | 29.9 | 1 | 1.2% | -1.9%
CC(=O)Nc1ccc(S(=O)(=O)NCCNS(=O)(=O)c2ccc(NC(C)=O)cc2)cc1 | 2.4% | 0.1% | nt | nt | nt | i | 36.2 | nt | nt | -0.9%
CC1CCC(=O)N(CCOc2ccccc2)CC1 (stereo not drawn) | 0.4% | 0.3% | nt | nt | nt | i | 19.2 | nt | nt | -0.6%
COc1cccc(CNCCO)c1OCc1ccccc1Cl | 0.9% | 7.7% | 4.8% | 26.3% | 5.0% | i | 52.8 | 1 | -0.1% | -1.2%
CCN(Cc1ccccc1)CC(O)COC(c1ccc(OC)cc1)c1ccc(OC)cc1 (stereo not drawn) | 1.0% | 0.0% | nt | nt | nt | i | 17.6 | nt | nt | -1.2%
N#Cc1cccc(N=c2ssnc2Cl)c1 | nt | nt | -1.6% | 26.7µM* | 11.2% | nt | nt | 1.2 | 43.0% | 1.9%
CC(c1ccco1)N(C(=O)COc1ccc(Cl)cc1Cl)c1ccccn1 (stereo not drawn) | 0.5% | -2.1% | 6.9% | -0.4% | -4.3% | i | 8.2 | 1 | 4.2% | 1.6%
Cc1cc2c3c(c1)C1(C(=O)N3C(C)(C)CC2C)C(C#N)=C(N)Oc2n[nH]c(C)c21 (stereo not drawn) | 5.4% | 2.4% | -1.7% | 2.8% | 5.7% | i | 32.0 | 1 | -0.6% | -0.3%
Cc1cc(C)n(C(=O)CNC(=O)/C=C/c2ccccc2)n1 | -0.3% | -1.4% | 3.3% | 5.3% | 1.9% | i | 37.0 | 1 | 3.9% | 0.5%
Cc1cccc(CCNS(=O)(=O)c2ccc(S(=O)(=O)N3CCC(C)CC3)cc2)c1 | 0.3% | -0.1% | nt | nt | nt | i | 48.9 | nt | nt | -0.4%
CC(C)Cn1cnc2c1c(=O)n(CC(=O)Nc1ccc3c(c1)OCO3)c(=O)n2Cc1ccccc1 | 3.3% | 0.7% | 11.6% | 3.3% | -6.0% | i | 3.1 | 1.1 | -0.8% | -0.6%
O=c1c(-c2ccccc2)c1-c1ccccc1 | nt | nt | -1.4% | 9.2% | -6.1% | nt | nt | 1.1 | 6.5% | 18.4%
COc1ccccc1N1CCN(c2ncnc3sc(C(=O)NCC4CCCO4)c(C)c23)CC1 (stereo not drawn) | 0.5% | 0.1% | nt | nt | nt | i | 12.8 | nt | nt | 1.2%
Cc1nn(C(C)C(=O)NC2CCCCC2)c(=O)c2nn(-c3ccccc3)c(C)c12 (stereo not drawn) | 5.7% | 0.0% | nt | nt | nt | i | 27.6 | nt | nt | 0.1%
Cc1ccc(N/C(CSC(N)=O)=N/S(=O)(=O)c2ccccc2)cc1 | 0.1% | 0.3% | 6.7% | -4.8% | 54.6% | i | 4.0 | 1.1 | -4.3% | 0.6%
O=C(O)c1ccc(N=Cc2c(O)ccc3ccccc23)cc1 | 17.0% | 0.0% | nt | nt | nt | i | 59.5 | nt | nt | -0.6%
CCn1cc(/C=C(/C#N)S(=O)(=O)c2ccccc2)cn1 | 0.6% | 2.6% | 5.5% | 2.2% | 5.5% | i | 16.5 | 1 | -6.0% | 0.2%
SMILES | RSV CPE inhibition | UTI89 phage lysis | M1AAP inhibition | PMI inhibitors | M17LAP inhibition | T cell HTS | T cell HTS vesicle-bound % | TNAP activation fold | human PMI inhibitors | West Nile antiviral
COC(=O)CCCC1=CC2=C(c3ccccc3)C(=O)C(C)(OC(=O)C3CCCC3)C(=O)C2=CN1C1CC1 (stereo not drawn) | -0.6% | -0.4% | 4.1% | nt | 19.6% | i | 38.8 | nt | nt | -0.2%
O=[N+]([O-])c1cccc(S(=O)(=O)NCC2CC3CCC2C3)c1 (stereo not drawn) | 2.2% | -0.1% | nt | nt | nt | i | 19.6 | nt | nt | -1.2%
N#Cc1c(N)nc2c(c1-c1ccc(Br)s1)CCCC2 | 2.1% | 10.9% | 9.2% | 10.9% | 14.4% | i | 52.4 | 1 | 17.8% | -0.2%
CCCN1CCC(NC(=O)C2CCCCC2C(=O)O)CC1 (stereo not drawn) | 1.6% | 2.2%[50 µM] | nt | nt | nt | i | 0.0 | nt | nt | 0.2%
COc1cc(OC)c2c(=O)cc(-c3ccccc3)oc2c1 | -1.2% | 6.3% | 2.4% | 1.1% | 0.1% | i | 14.6 | 1.1 | -4.9% | nt
COc1ccc(NC(=O)CN2CCCN(S(=O)(=O)c3ccc(F)cc3)CC2)c(OC)c1 | 1.6% | 1.1% | -4.0% | -12.9% | -4.0% | i | 33.6 | 1 | -7.5% | -0.9%
CCN(C(=O)CSc1nnc(-c2ccccc2)n1C)C1CCS(=O)(=O)C1 (stereo not drawn) | 2.6% | -0.1% | -2.0% | -3.3% | -2.7% | i | 22.2 | 1 | -4.1% | 0.3%
CC(=O)c1cccc(NC(=O)c2cnn3ccccc23)c1 | 3.4% | 0.7% | -13.9% | 1.9% | 2.3% | i | 30.3 | 1 | -5.6% | 0.3%
N#Cc1nc(COc2ccccc2F)oc1NCCc1ccccc1 | 3.1% | 8.6% | 1.9% | 14.4% | -7.1% | i | 24.6 | 1.1 | 13.2% | nt
COc1ccccc1N1C(=O)CC(N2CCN(c3ccc([N+](=O)[O-])cc3)CC2)C1=O (stereo not drawn) | 5.3% | 0.3% | nt | nt | nt | i | 57.1 | nt | nt | 0.6%
O=C(CNC(=O)c1ccco1)Nc1ccc(F)cc1 | 1.5% | 0.4% | -3.4% | 1.2% | 0.3% | i | 29.3 | 1.1 | -0.8% | -0.1%
COc1ccc(NS(=O)(=O)c2cc(NC(=O)Cc3cccs3)ccc2C)cc1 | 0.2% | 2.1% | 7.9% | 19.3% | 9.0% | i | 26.9 | 1.1 | 22.0% | -1.5%
CSCC[C@H](NC(=O)OC(C)(C)C)C(=O)N/N=C/c1c(C)[nH]c(=O)[nH]c1=O | 4.7% | 0.2% | -5.0% | 12.2% | 7.4% | i | 36.2 | 1.6 | 14.2% | nt
O=C1CC(C(=O)O)S/C(=N\N=C\c2ccc(Br)cc2)N1 (stereo not drawn) | 1.2% | -0.1%[50 µM] | 5.6% | nt | 9.7% | i | 50.7 | nt | nt | -0.1%
O=C(COC(=O)c1cccs1)NCc1ccccc1 | 1.4% | 1.1% | 17.3% | 0.8% | 4.8% | i | 20.3 | 1.1 | 2.0% | 0.3%
COc1ccc(Cl)cc1NC(=O)CN(C1CCCCC1)S(C)(=O)=O | 1.8% | -0.5% | 1.6% | 14.8% | -5.7% | i | 5.7 | 1 | 9.8% | -0.7%
Cc1ccc(NC(=O)CN(C)S(=O)(=O)c2cccs2)cc1C | 1.0% | 0.3% | 6.6% | 1.0% | 3.4% | i | 31.3 | 1.1 | -0.4% | -0.7%
Cc1cc(C(C)(C)C)oc1C(=O)O | 2.0% | -1.0% | -1.5% | 0.9% | 11.3% | i | 23.1 | 1.1 | -2.1% | 0.5%
O=P(Cc1ccccc1O)(c1ccccc1)c1ccccc1 | 2.6% | 6.2% | 0.5% | 6.6% | -0.1% | i | 3.9 | 1.1 | 0.5% | -0.2%
Cc1cccc(OCC(O)CN2CCc3ccccc3C2)c1 (stereo not drawn) | -1.6% | 0.3% | nt | nt | nt | i | 9.6 | nt | nt | 0.1%
